mABHD4 FP: inhibits mouse alpha/beta hydrolase domain 4 | Q8VD66 | purified mABHD4, FP-Rh probe fluorescence polarization | inhibition, % at 8.92 µM | actives 0.54% (n = 370,000) | AID 720543;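 active = inhibition exceeding the mean over every tested compound plus 3 SD, cut at about 30% in these data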;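 also: 0% = plate median of compound wells and 100% = S159A mutant with DMSO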
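Material: mouse ABHD4 enzyme, wild type; Benchmarks: S159A mutant high control, sample median low control; Buffer or medium: HEPES pH 7.0, NaCl, Pluronic buffer; Signal: fluorescence polarization; Read-out: percent inhibition of probe binding, normalized to plate controls; Timing: pre-incubation 45 min, probe exposure 60 min, at 25 °C; Dosing: 8.92 µM, single dose.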
HTRA1 inh: HTRA1 (human) protease inhibition; Q92743; recombinant HTRA1, FP-rhodamine activity-based probe, fluorescence polarization; inhibition, % at 5.96 µM; actives 0.5% (n = 340,000); AID 504803; in the data active = inhibition above about 36%;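 also: 0% = enzyme with DMSO and 100% = wells lacking enzyme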
Target sequence (Q92743 whole entry, looked up): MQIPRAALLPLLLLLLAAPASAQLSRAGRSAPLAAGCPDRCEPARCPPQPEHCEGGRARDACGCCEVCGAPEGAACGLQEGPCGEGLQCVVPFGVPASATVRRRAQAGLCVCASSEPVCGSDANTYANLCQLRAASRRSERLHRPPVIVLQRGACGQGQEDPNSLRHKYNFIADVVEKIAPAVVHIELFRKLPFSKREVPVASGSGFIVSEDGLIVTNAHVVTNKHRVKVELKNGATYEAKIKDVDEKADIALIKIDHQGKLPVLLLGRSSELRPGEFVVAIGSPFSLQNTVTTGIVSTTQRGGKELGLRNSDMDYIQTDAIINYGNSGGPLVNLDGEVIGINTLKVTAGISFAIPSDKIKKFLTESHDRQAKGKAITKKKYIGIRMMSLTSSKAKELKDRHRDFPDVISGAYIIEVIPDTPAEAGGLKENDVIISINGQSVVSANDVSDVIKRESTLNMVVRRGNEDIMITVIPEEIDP
TCR-CD3 inh: human TCR-CD3 binding inhibition | TAMRA-labeled TCR probe fluorescence, biochemical | inhibition, % at 9.4 µM | actives 0.37% (n = 360,000) | AID 651800; in the data active = inhibition above about 19%;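 also: recombinant mutant TCR 2C K166C tagged with TAMRA read by polarization; 0% = receptor in buffer alone and 100% = receptor with positive control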
LEDGF integ inh: blocks HIV-1 LEDGF/p75-dependent DNA integration; TR-FRET IN-LEDGF/p75 DNA integration, Eu/Cy5; inhibition, % at 3.7 µM; actives 0.64% (n = 370,000);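 active = inhibition above the screen-wide mean plus 3 SD, cut at about 13% in these data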;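 also: signal is the Cy5 over europium emission ratio at 671 and 618 nm; 0% = plate median of compound wells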
SIAE inh: human SIAE inhibition, primary screen; Q9HAT2; SIAE FP-Rh probe binding, fluorescence polarization; inhibition, % at 9.66 µM; actives 0.69% (n = 370,000); AID 1053197;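 active = inhibition above a cutoff: mean of compounds within the control limits plus 3 SD of those, cut at about 17% in these data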;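 also: 0% = plate median of compound wells and 100% = probe without SIAE protein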
Target sequence (Q9HAT2 whole entry, looked up): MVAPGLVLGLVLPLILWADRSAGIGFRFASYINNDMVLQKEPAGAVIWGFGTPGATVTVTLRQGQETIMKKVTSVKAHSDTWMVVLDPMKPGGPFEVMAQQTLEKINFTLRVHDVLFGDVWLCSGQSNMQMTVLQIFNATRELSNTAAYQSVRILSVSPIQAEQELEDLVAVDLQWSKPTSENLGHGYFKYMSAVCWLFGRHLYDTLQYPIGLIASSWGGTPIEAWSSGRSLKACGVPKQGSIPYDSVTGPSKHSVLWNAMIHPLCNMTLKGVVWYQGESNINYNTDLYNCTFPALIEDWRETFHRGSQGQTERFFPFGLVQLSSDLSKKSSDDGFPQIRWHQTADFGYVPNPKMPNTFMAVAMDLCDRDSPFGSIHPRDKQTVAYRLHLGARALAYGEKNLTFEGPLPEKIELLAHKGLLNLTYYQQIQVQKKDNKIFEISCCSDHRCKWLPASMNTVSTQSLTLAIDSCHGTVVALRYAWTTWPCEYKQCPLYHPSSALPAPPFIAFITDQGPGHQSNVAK
TDP2 inh: blocks human TDP2 phosphodiesterase activity | O95551 | recombinant TDP2, T5PNP hydrolysis, p-nitrophenol absorbance 415 nm | inhibition, % at 12.8 µM | actives 0.34% (n = 370,000) | AID 720702;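 active = inhibition above the mean of all tested compounds plus 3 SD, set per campaign, cut at about 25% in these data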;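 also: 0% = DMSO with enzyme and 100% = buffer with substrate but no TDP2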
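Evaluation: % inhibition relative to enzyme-containing and enzyme-free wells. Material: recombinant human TDP2. Benchmarks: enzyme-free and DMSO wells. Timing: enzyme reaction with compound for 2 h at 37 °C. Compound dosing: 12.8 µM only. Measured by: p-Nitrophenol epi absorbance. Reagent: T5PNP substrate at 5 mM, a TopII-DNA adduct mimic. Replication: single well per compound.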
PRMT1 inh: inhibitors of human PRMT1 | recombinant PRMT1, activity-based probe fluorescence polarization | inhibition, % at 2.79 µM | actives 1.3% (n = 370,000);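 active = inhibition above about 21% made by adding two undisclosed values, limit read from the data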
rCAG binder: molecules binding r(CAG) RNA repeats | r(CAG) RNA repeat, TO-PRO-1 dye displacement fluorescence | inhibition, % at 3 µM | actives 1.3% (n = 370,000) | AID 651821;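 active = inhibition above the plate cutoff, the mean of all test compounds on that plate plus 3 SD, cut at about 35% in these data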;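 also: 0% = DMSO alone and 100% = 100 µM mitoxantrone as full dye displacement; higher means more dye released from RNA so lower well fluorescence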
MBD2 DNA inh: inhibitors of human MBD2 binding to methylated oligonucleotide | inhibition, % at 4.4 µM | TR-FRET | actives 0.31% (n = 370,000) | AID 686964; in the data active = inhibition above about 13%
NPR2 activator: GC-B (human) receptor activation. AID 1920062. actives 0.11% (n = 370,000). HEK293-GC-B cells, CNP EC30, cGMP TR-FRET; 0% at EC30 CNP, 100% saturating CNP. P20594. activation, % at 10 µM;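 active = activation at 10 µM reaching about 35% in either raw or pattern-adjusted values, limit read from the data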
An asterisk follows results filed as active. A portion of the library; count on the stated rates, not on these rows.

Results for CN1CCN(C(=O)C[C@@H]2CC[C@@H]3[C@H](COC[C@@H](O)CN3Cc3cccc(Cl)c3)O2)CC1 ?
mABHD4 FP: 0; TCR-CD3 inh: 8; LEDGF integ inh: 4; SIAE inh: 4; TDP2 inh: -2; PRMT1 inh: -6; rCAG binder: 1; MBD2 DNA inh: -2; NPR2 activator: 0

What do the screens show for `COc1cc(/C=C2/SC(=S)N(c3c(C)n(C)n(-c4ccccc4)c3=O)C2=O)ccc1O`?
mABHD4 FP: -98; HTRA1 inh: -120; TCR-CD3 inh: -68; LEDGF integ inh: 1; SIAE inh: -133; TDP2 inh: -11; PRMT1 inh: 4; rCAG binder: 7; MBD2 DNA inh: -10; NPR2 activator: -2

How did CCN1CCN(C(=S)NC(CC(=O)c2ccccc2)c2ccccc2)CC1 (centres undefined) do in these assays?
mABHD4 FP: -1; HTRA1 inh: 1; TCR-CD3 inh: 0; LEDGF integ inh: -4; SIAE inh: 1; TDP2 inh: 6; PRMT1 inh: -1; rCAG binder: 2; MBD2 DNA inh: 1; NPR2 activator: -1

What do the screens show for `COc1ccc(C(=O)Nc2ccccc2C(=O)N2CCCCC2C)cc1` (centres undefined)?
mABHD4 FP: -1; HTRA1 inh: 1; TCR-CD3 inh: -7; LEDGF integ inh: 4; SIAE inh: 0; TDP2 inh: -6; PRMT1 inh: 6; rCAG binder: -6; MBD2 DNA inh: 3; NPR2 activator: -3

What do the screens show for `Nc1nc2c3ccccc3nc(Cc3ccccc3)n2n1`?
mABHD4 FP: 5; HTRA1 inh: -2; TCR-CD3 inh: -5; LEDGF integ inh: 5; SIAE inh: -3; TDP2 inh: -3; PRMT1 inh: 6; rCAG binder: 1; MBD2 DNA inh: -1; NPR2 activator: 5

What do the screens show for `CCCCNC(=O)C[C@@H]1C[C@@]2(C(=O)OC)CCCCC=C2N(Cc2ccc(Cl)cc2Cl)C1=O`?
mABHD4 FP: -7; TCR-CD3 inh: -4; LEDGF integ inh: -3; SIAE inh: -1; TDP2 inh: -7; PRMT1 inh: 3; rCAG binder: 2; MBD2 DNA inh: -3; NPR2 activator: -5

How did Cc1cccc(NS(=O)(=O)c2ccc(C3CCCCC3)cc2)n1 do in these assays?
mABHD4 FP: -2; HTRA1 inh: -6; TCR-CD3 inh: -1; LEDGF integ inh: 0; SIAE inh: 10; TDP2 inh: -2; PRMT1 inh: 0; rCAG binder: -1; MBD2 DNA inh: -1; NPR2 activator: 0

Results for Cc1nn(-c2ccccc2)c(C)c1/C=N/NC(=O)c1ccccc1NS(=O)(=O)c1cccs1 ?
mABHD4 FP: 10; HTRA1 inh: -5; TCR-CD3 inh: 4; LEDGF integ inh: 2; SIAE inh: 5; TDP2 inh: 1; PRMT1 inh: 3; rCAG binder: 62*; MBD2 DNA inh: -6; NPR2 activator: -2

How did CN1CCN(C(=O)C2=C[C@@H](c3ccc(C(F)(F)F)cc3)C[C@@H](OCc3ccc(CO)cc3)O2)CC1 do in these assays?
mABHD4 FP: -1; HTRA1 inh: -4; TCR-CD3 inh: -4; LEDGF integ inh: -1; SIAE inh: 8; TDP2 inh: 2; PRMT1 inh: -3; rCAG binder: -11; MBD2 DNA inh: -2; NPR2 activator: -3

How did CCOc1ccc2c(CC)cc(=O)oc2c1OCC do in these assays?
mABHD4 FP: 0; HTRA1 inh: -2; TCR-CD3 inh: 3; LEDGF integ inh: 4; SIAE inh: 7; TDP2 inh: -4; PRMT1 inh: -3; rCAG binder: -3; MBD2 DNA inh: -6; NPR2 activator: 8

5 compounds already listed, arranged by SMILES length, lowest first:
What do the screens show for `Nc1nc2c3ccccc3nc(Cc3ccccc3)n2n1`?
mABHD4 FP: 5; HTRA1 inh: -2; TCR-CD3 inh: -5; LEDGF integ inh: 5; SIAE inh: -3; TDP2 inh: -3; PRMT1 inh: 6; rCAG binder: 1; MBD2 DNA inh: -1; NPR2 activator: 5

How did Cc1cccc(NS(=O)(=O)c2ccc(C3CCCCC3)cc2)n1 do in these assays?
mABHD4 FP: -2; HTRA1 inh: -6; TCR-CD3 inh: -1; LEDGF integ inh: 0; SIAE inh: 10; TDP2 inh: -2; PRMT1 inh: 0; rCAG binder: -1; MBD2 DNA inh: -1; NPR2 activator: 0

What do the screens show for `COc1ccc(C(=O)Nc2ccccc2C(=O)N2CCCCC2C)cc1` (centres undefined)?
mABHD4 FP: -1; HTRA1 inh: 1; TCR-CD3 inh: -7; LEDGF integ inh: 4; SIAE inh: 0; TDP2 inh: -6; PRMT1 inh: 6; rCAG binder: -6; MBD2 DNA inh: 3; NPR2 activator: -3

Results for Cc1nn(-c2ccccc2)c(C)c1/C=N/NC(=O)c1ccccc1NS(=O)(=O)c1cccs1 ?
mABHD4 FP: 10; HTRA1 inh: -5; TCR-CD3 inh: 4; LEDGF integ inh: 2; SIAE inh: 5; TDP2 inh: 1; PRMT1 inh: 3; rCAG binder: 62*; MBD2 DNA inh: -6; NPR2 activator: -2

What do the screens show for `CCCCNC(=O)C[C@@H]1C[C@@]2(C(=O)OC)CCCCC=C2N(Cc2ccc(Cl)cc2Cl)C1=O`?
mABHD4 FP: -7; TCR-CD3 inh: -4; LEDGF integ inh: -3; SIAE inh: -1; TDP2 inh: -7; PRMT1 inh: 3; rCAG binder: 2; MBD2 DNA inh: -3; NPR2 activator: -5

Carrying on:
How did CCOc1cccc(C(=O)NC2CCCCC2)c1 do in these assays?
mABHD4 FP: -1; HTRA1 inh: -1; TCR-CD3 inh: 4; LEDGF integ inh: -2; SIAE inh: -2; TDP2 inh: 3; PRMT1 inh: 0; rCAG binder: -2; MBD2 DNA inh: -1; NPR2 activator: 1

What do the screens show for `O=C(Cc1ccccc1)NCC(=O)OCC(=O)c1cccc([N+](=O)[O-])c1`?
mABHD4 FP: -7; HTRA1 inh: 1; TCR-CD3 inh: -10; LEDGF integ inh: 2; SIAE inh: -11; TDP2 inh: -12; PRMT1 inh: -3; rCAG binder: 0; MBD2 DNA inh: -2; NPR2 activator: -3

How did Cc1ccc(C2C(C#N)=C(N)N(c3cccnc3)C3=C2C(=O)CCC3)s1 (centres undefined) do in these assays?
mABHD4 FP: 2; HTRA1 inh: 16; TCR-CD3 inh: -2; LEDGF integ inh: 1; SIAE inh: 4; TDP2 inh: 10; PRMT1 inh: -1; rCAG binder: 3; MBD2 DNA inh: -1; NPR2 activator: -2

Results for CC(C1SC(=S)NC1=O)C1SC(=S)NC1=O (centres undefined) ?
mABHD4 FP: 46*; HTRA1 inh: 60*; TCR-CD3 inh: 7; LEDGF integ inh: -12; SIAE inh: -3; TDP2 inh: 12; PRMT1 inh: 89*; rCAG binder: 16; MBD2 DNA inh: -2; NPR2 activator: -1

How did CC(=O)NCCc1nc2ccccc2n1Cc1ccccc1 do in these assays?
mABHD4 FP: -2; HTRA1 inh: 2; TCR-CD3 inh: 6; LEDGF integ inh: 3; SIAE inh: 4; TDP2 inh: 3; PRMT1 inh: 1; rCAG binder: 0; MBD2 DNA inh: 0; NPR2 activator: 3

How did Cc1ccc2cc3c(nc2c1)N(c1ccccc1)CC3 do in these assays?
mABHD4 FP: 3; HTRA1 inh: 4; TCR-CD3 inh: -1; LEDGF integ inh: -2; SIAE inh: 7; TDP2 inh: 15; PRMT1 inh: 2; rCAG binder: 2; MBD2 DNA inh: 4; NPR2 activator: -8

What do the screens show for `NC(=NCCc1ccccc1)NS(=O)(=O)c1ccc2ccccc2c1`?
mABHD4 FP: -1; HTRA1 inh: -4; TCR-CD3 inh: 1; LEDGF integ inh: -3; SIAE inh: 0; TDP2 inh: 3; PRMT1 inh: -1; rCAG binder: -1; MBD2 DNA inh: 2; NPR2 activator: 4

What do the screens show for `O=C(CN1CCN(S(=O)(=O)c2ccccc2)CC1)Nc1ccc2c(c1)OCO2`?
mABHD4 FP: 6; HTRA1 inh: -8; TCR-CD3 inh: -4; LEDGF integ inh: 1; SIAE inh: 1; TDP2 inh: 6; PRMT1 inh: -2; rCAG binder: 4; MBD2 DNA inh: 0; NPR2 activator: -1

How did O=C(Nc1ccccc1)c1ccccc1OCC(O)CN1C(=O)c2ccccc2S1(=O)=O (centres undefined) do in these assays?
mABHD4 FP: -7; HTRA1 inh: -15; TCR-CD3 inh: 4; LEDGF integ inh: -5; SIAE inh: -5; TDP2 inh: 1; PRMT1 inh: 4; rCAG binder: 10; MBD2 DNA inh: 4; NPR2 activator: -1

Results for COc1ccc(CCNC(=O)CCCn2ncn3c(cc4occc43)c2=O)c(OC)c1 ?
mABHD4 FP: -2; HTRA1 inh: 3; TCR-CD3 inh: -1; LEDGF integ inh: 5; SIAE inh: 1; TDP2 inh: -11; PRMT1 inh: -4; rCAG binder: -4; MBD2 DNA inh: -6; NPR2 activator: -14

Results for Cc1ccc(S(=O)(=O)N2CCN(C(=O)CSc3nnc(C)c(=O)[nH]3)CC2)cc1 ?
mABHD4 FP: -4; HTRA1 inh: 0; TCR-CD3 inh: 0; LEDGF integ inh: 4; SIAE inh: -4; TDP2 inh: -8; PRMT1 inh: 1; rCAG binder: 11; MBD2 DNA inh: -1; NPR2 activator: 0

Results for CC(CN1CCCC(C(N)=O)C1)c1ccccc1 (centres undefined) ?
mABHD4 FP: 3; HTRA1 inh: -2; TCR-CD3 inh: 4; LEDGF integ inh: 0; SIAE inh: -5; TDP2 inh: -3; PRMT1 inh: -4; rCAG binder: 0; MBD2 DNA inh: -2; NPR2 activator: 6

Results for COc1ccc(S(=O)(=O)N2CCCC2=O)cc1N(C)S(C)(=O)=O ?
mABHD4 FP: 1; HTRA1 inh: 1; TCR-CD3 inh: 8; LEDGF integ inh: 1; SIAE inh: 0; TDP2 inh: 7; PRMT1 inh: 1; rCAG binder: 0; MBD2 DNA inh: -1; NPR2 activator: 2

How did C[C@@H]1CN([C@@H](C)CO)C(=O)CCCn2nncc2CO[C@@H]1CN(C)C(=O)Nc1ccnc(N2CCOCC2)c1 do in these assays?
mABHD4 FP: 1; HTRA1 inh: 1; TCR-CD3 inh: -4; LEDGF integ inh: -2; SIAE inh: 5; TDP2 inh: 5; PRMT1 inh: 0; rCAG binder: 0; MBD2 DNA inh: -4; NPR2 activator: -5

What do the screens show for `CC(C)(C)NS(=O)(=O)c1cc2c3c(c1)CCN3C(=O)CC2`?
mABHD4 FP: 7; HTRA1 inh: 3; TCR-CD3 inh: -3; LEDGF integ inh: -1; SIAE inh: 11; TDP2 inh: 14; PRMT1 inh: 3; rCAG binder: 0; MBD2 DNA inh: -2; NPR2 activator: 0

Results for COc1ccc(CN2C(=O)N(c3ccc(OC)cc3)C(=O)C2CC(=O)Nc2ccccc2)cc1 (centres undefined) ?
mABHD4 FP: 6; HTRA1 inh: -1; TCR-CD3 inh: 1; LEDGF integ inh: -6; SIAE inh: 2; TDP2 inh: 14; PRMT1 inh: 1; rCAG binder: 2; MBD2 DNA inh: -1; NPR2 activator: 3
